# MsrA act = bovine methionine sulfoxide reductase A activation | activation, % at 10.6 µM | AID 602163 | 360,000 tested, 0.3% active | purified bovine MsrA, absorbance read-out; in the data active = activation above about 7.5%;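 note: 0% = vehicle and 100% = reference activator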
# FAS-TE inh = blocks the thioesterase domain of human fatty acid synthase | P49327 | AID 602261 | recombinant FAS-TE, OMFH fluorogenic substrate, fluorescence endpoint | 360,000 tested, 0.67% active | inhibition, % at 15 µM;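 active = compounds whose normalised, plate-corrected inhibition of enzyme fluorescence in the single-dose primary screen is 50% or more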;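 note: 0% = DMSO with enzyme and 100% = substrate without enzyme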
# Rpn11 block = inhibitors of human proteasome Rpn11 | calls only at 20 µM | human 26S proteasome, Ub4-pepOG fluorescence polarization; 20S core pre-blocked with epoxomicin | O00487 | 360,000 tested, 0.59% active;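 active = inhibition at 20 µM, scaled to each plate's controls, above about 33%, limit read from the data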
# MLLE-PAM2 inh = inhibitors of microRNA-mediated deadenylation, human PABP1 MLLE binding; P11940; GST-MLLE / FITC-PAM2 fluorescence polarization; inhibition, % at 20 µM; 360,000 tested, 0.36% active; AID 588489; in the data active = inhibition above about 35%, passing the limit was not always enough;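 note: plate controls were DMSO wells with GST-MLLE for no effect and wells lacking GST-MLLE protein for full effect; some results filed as inactive read as strong as hits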
# CSN deneddyl inh = inhibitors of human CSN-mediated cullin deneddylation | 360,000 tested, 0.38% active | inhibition, % at 12.5 µM | Q92905 | Purified CSN, SCF-Nedd8-OG deneddylation, fluorescence polarization;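 active = pattern-corrected inhibition above about 35%, with an unprinted fluorescence ratio check between 0.5 and 1.5, limit read from the data, passing the limit was not always enough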;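 note: 0% = enzyme with substrate and 100% = substrate without enzyme; some results filed as inactive read as strong as hits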
# Target sequence (Q92905 whole entry, looked up, one chain of several): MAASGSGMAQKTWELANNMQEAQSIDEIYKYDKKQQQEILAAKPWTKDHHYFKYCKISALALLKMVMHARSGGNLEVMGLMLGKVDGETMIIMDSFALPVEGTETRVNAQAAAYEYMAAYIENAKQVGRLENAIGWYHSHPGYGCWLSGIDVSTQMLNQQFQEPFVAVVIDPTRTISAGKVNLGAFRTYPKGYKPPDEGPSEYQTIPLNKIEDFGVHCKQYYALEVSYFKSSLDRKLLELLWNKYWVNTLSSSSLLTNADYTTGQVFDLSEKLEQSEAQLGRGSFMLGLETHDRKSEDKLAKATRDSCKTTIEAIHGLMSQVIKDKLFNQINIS
#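 Assay system: purified human Csn5 enzyme expressed in HEK293T cells; Input: 0.24 nM Csn5 enzyme, final concentration; Reagent: 10 nM SCFSkp2-Nedd8OG; Compound dosing: 12.5 µM single point; Times: reaction 90 min, room temperature; Technique: fluorescence polarization readout.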
# MsrA inh = inhibits bovine methionine sulfoxide reductase A; purified bovine MsrA, absorbance read-out; inhibition, % at 15.5 µM; 360,000 tested, 0.75% active; AID 651718; in the data active = inhibition above about 4.5%;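 note: 0% = vehicle wells with enzyme and 100% = reference inhibitor wells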
# Rin1-Abl PPI inh = blocks binding of human Rin1 to Abl | P00519+Q13671 | TR-FRET Rin1/Abl binding, biochemical | inhibition, % at 7.35 µM | 360,000 tested, 0.4% active | AID 588664; in the data active = inhibition above about 5%, passing the limit was not always enough
# eLon inh = E. coli protease La inhibition; P0A9M0; purified E. coli Lon protease, fluorescence polarization; 360,000 tested, 0.42% active; inhibition, % at 7.94 µM; in the data active = inhibition above about 13%, passing the limit was not always enough;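 note: 0% = enzyme with probe and DMSO and 100% = no enzyme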
# Target sequence (P0A9M0 whole entry, looked up): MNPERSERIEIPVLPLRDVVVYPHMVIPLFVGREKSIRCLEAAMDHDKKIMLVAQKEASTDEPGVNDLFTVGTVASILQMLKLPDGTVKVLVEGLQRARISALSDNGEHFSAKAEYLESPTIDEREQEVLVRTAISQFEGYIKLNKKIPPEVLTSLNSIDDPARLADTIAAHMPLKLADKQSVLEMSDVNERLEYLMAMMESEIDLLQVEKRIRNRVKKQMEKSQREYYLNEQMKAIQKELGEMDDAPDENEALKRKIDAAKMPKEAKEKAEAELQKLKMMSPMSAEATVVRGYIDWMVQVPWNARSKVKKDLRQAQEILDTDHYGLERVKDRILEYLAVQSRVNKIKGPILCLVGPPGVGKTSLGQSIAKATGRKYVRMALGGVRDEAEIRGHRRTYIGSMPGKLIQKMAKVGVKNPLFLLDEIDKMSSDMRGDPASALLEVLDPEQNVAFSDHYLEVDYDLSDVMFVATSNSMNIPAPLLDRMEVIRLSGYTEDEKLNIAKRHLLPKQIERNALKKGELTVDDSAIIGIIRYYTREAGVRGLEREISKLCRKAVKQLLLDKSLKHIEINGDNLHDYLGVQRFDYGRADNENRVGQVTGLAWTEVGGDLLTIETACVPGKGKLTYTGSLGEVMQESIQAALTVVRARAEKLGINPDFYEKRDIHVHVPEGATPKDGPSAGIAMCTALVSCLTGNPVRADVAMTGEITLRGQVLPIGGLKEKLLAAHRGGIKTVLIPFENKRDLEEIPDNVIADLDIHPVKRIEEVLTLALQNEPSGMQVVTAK
# MT1-MMP act inh = blocks activation of human MT1-MMP | 360,000 tested, 0.061% active | P50281 | GFP/RFP ratio change, % at 20 µM | HT1080 RFP-PRO-GFP cells, GFP/RFP ratio fluorescence, overnight; percent of plate control window, DMSO zero;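 active = GFP/RFP ratio change of at least 30% with cell ATP level not reduced by more than half and red fluorescence within 50% of control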; note: strong numbers were not always called active
#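 Compound: 20 µM single dose, 1% DMSO / System: HT1080 RFP-PRO-GFP cells / Controls: DMSO and RFP-L50D-GFP cell wells / Read-out basis: GFP/RFP fluorescence ratio / Schedule: overnight compound exposure at 37 °C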
# * marks the source's active call; other numbers are inactive results; i = inactive; . = not tested or not shown; + = active, no number.
SMILES,MsrA act,FAS-TE inh,Rpn11 block,MLLE-PAM2 inh,CSN deneddyl inh,MsrA inh,Rin1-Abl PPI inh,eLon inh,MT1-MMP act inh
Cc1ccc(C(=O)CNc2cc(C)ccc2C)cc1,-2.4,2.5,i,8.3,-4.3,-0.2,-1.2,-3.4,-0.1
Cc1ccc(C(=O)Nc2nccs2)cc1S(=O)(=O)N1CCCCC1,-1.2,3.5,i,1.1,3.3,0.6,0.6,1.0,-2.0
COc1ccc(C(C)C)cc1S(=O)(=O)Nc1ccncc1,-1.3,-10.1,i,-26.6,-6.0,-0.2,-2.3,0.9,2.6
CCOC(=O)c1c(NC(=O)c2ccco2)n(C2CCCCC2)c2nc3ccccc3nc12,-10.7,5.6,+,-11.1,9.9,-1.2,3.9,-7.6,-68.5
Cn1cccc1CN1CCC[C@]2(N[C@H](c3ccc(C(F)(F)F)cc3)[C@@H]3C(=O)N(Cc4ccccc4)C(=O)[C@@H]32)C1=O,5.2,14.3,i,9.4,1.1,-0.5,-3.7,-5.0,1.4
COc1cc(NC(=O)c2ccccc2Cl)ccc1NC(=O)c1cccs1,-7.9,4.4,i,-19.8,-5.6,0.1,5.2,3.5,4.1
Cc1noc(C)c1COC(=O)[C@H](C)NS(=O)(=O)c1ccc(Cl)c(Cl)c1,3.0,0.7,i,-6.7,0.1,0.0,1.6,-3.2,0.0
Cc1ccc(C)c(S(=O)(=O)N2CCCCC2CCNC(=O)C(=O)NCc2ccco2)c1 (stereo not given),1.5,5.6,i,1.6,-1.2,0.5,1.0,1.9,-4.6
COC(=O)C1C(c2ccccc2)C(C(=O)OCc2ccco2)C1c1ccccc1 (stereo not given),2.5,30.0,i,1.6,-4.5,.,-0.8,-0.6,-8.0
O=C(SCC(O)C(O)CS)c1cccs1 (stereo not given),-2.0,-12.0,i,34.7,0.1,0.2,0.9,10.4,-7.1
COc1cccc(NC(=O)CCc2nnc3ccc(NCc4ccco4)nn23)c1,-3.8,-4.7,i,1.4,-0.6,-0.5,-0.1,2.6,-1.8
Clc1ccc(Br)c(-c2nc3ccccc3[nH]2)c1,-4.2,2.1,i,10.8,2.0,-0.1,-27.0,8.5,-0.8
O=[N+]([O-])c1ccc(/C=N/Nc2ccccn2)cc1,-12.1,-3.6,+,-24.8,10.9,1.4,-2.0,-3.4,.
NC(=O)CSc1nc(C2CC2)nc2sc3c(c12)CCCC3,-4.6,-5.6,i,0.8,6.8,-1.0,-2.5,-3.8,-3.9
O=C(COC(=O)c1ccc(NS(=O)(=O)c2ccc(F)c(F)c2)cc1)NCC1CCCO1 (stereo not given),-2.3,0.8,i,-7.2,-2.0,1.0,-1.4,-1.1,4.8
COc1ccc(C2CC(c3ccccc3)=NN2c2ccc(/C=N/NC(=O)c3ccncc3)cc2)cc1 (stereo not given),-1.4,-5.4,i,1.6,2.4,0.3,-0.7,9.0,0.8
O=c1oc2ccccc2cc1-c1ccccc1,-4.4,-0.5,i,-4.8,4.4,1.4,0.4,-0.9,-4.0
Cc1cccc(C)c1NCc1nnc(SCC(=O)Nc2nc(-c3ccccc3)cs2)n1-c1ccccc1,-4.0,-9.3,i,-3.8,-4.5,-0.1,-2.5,-4.1,4.4
COc1cc(CN2CCN(CCc3ccccc3)C(CCO)C2)cc(OC)c1 (stereo not given),-3.0,-2.8,i,-1.7,-0.5,0.9,-4.7,-3.3,1.4
O=C(Nc1nnc([C@H]2C[C@H](O)[C@@H](CO)O2)s1)Nc1ccccc1F,-40.3,-9.9,i,-11.3,-0.8,-0.7,0.0,2.9,-0.1
CCOc1ccc(S(=O)(=O)N(CC)CC(=O)N2CCCC2)cc1,-3.0,-9.6,i,1.2,0.0,-1.0,-1.8,5.9,0.0
CC(OC(=O)c1snc(C(=O)NC2CCCCC2)c1N)C(=O)NC1CCCCC1 (stereo not given),-7.7,-5.6,i,-24.2,-4.0,0.3,5.0,1.9,4.5
Cc1ccccc1N=C1NC(=O)C(CO)(CO)S1,-1.1,-2.6,i,35.2,1.8,-0.3,0.1,0.9,-2.4
CC1CN(C(=O)CCNC(=O)c2ccccc2Cl)CC(C)O1 (stereo not given),-4.8,-5.0,i,-8.5,2.9,-0.6,0.7,-10.5,2.8
CC(C)(C)n1nnnc1C(c1ccc(C(F)(F)F)cc1)N(Cc1ccccc1)Cc1ccco1 (stereo not given),2.2,25.1,i,13.3,3.1,0.7,0.4,5.0,-20.9

# Following part
SMILES,MsrA act,FAS-TE inh,Rpn11 block,MLLE-PAM2 inh,CSN deneddyl inh,MsrA inh,Rin1-Abl PPI inh,eLon inh,MT1-MMP act inh
CCCNC(=O)C(NS(=O)(=O)c1ccc2c(c1)c(=O)n(C)c(=O)n2C)c1ccccc1 (stereo not given),-3.4,-5.8,i,32.2,1.9,0.6,0.9,-3.6,-0.8
CCCOc1ccc(N2CC(C(=O)Nc3ncccc3C)CC2=O)cc1 (stereo not given),-2.0,-0.2,i,-4.2,-3.8,0.8,0.5,-8.6,-3.8
Cn1c(=O)c2c(nc(Sc3ccccc3N)n2C)n(C)c1=O,-2.5,-1.9,i,7.5,-5.2,0.8,-2.2,-5.6,-1.3
Cc1cccc(CCNC(=O)C2CCCN(S(=O)(=O)c3cnc[nH]3)C2)c1 (stereo not given),-0.8,-3.2,i,-11.2,-5.6,-0.7,2.5,5.3,-8.1
CCn1cc(C(=O)N2CCN(c3ccccn3)CC2)c2cc(OC)c(OC)cc2c1=O,-1.2,-3.8,i,-4.7,-1.4,0.5,2.8,-3.7,-0.6
Cc1ccc(Cl)cc1N(CC(=O)NC(C)c1ccccc1)S(C)(=O)=O (stereo not given),-0.5,0.0,i,2.5,0.0,3.0,-1.1,0.4,-4.0
COc1cccc(NC(=O)c2nnn(CCc3ccccc3)c2N)c1,-6.1,5.8,i,7.4,-3.6,0.4,-0.5,1.2,-1.1
Cc1ccc(OCCOc2ccc(Cl)cc2Cl)c([N+](=O)[O-])n1,-2.2,32.3,i,-10.8,-7.7,1.9,1.1,1.9,2.2
Cc1cc(C)nc(Sc2c(C)nn(-c3ccccc3)c2C)n1,-2.5,-2.8,i,3.0,2.0,0.8,2.4,-1.9,-0.1
Cn1nc(C(F)(F)F)c(C#N)c1N1CCN(c2ccccc2)CC1,0.4,0.6,i,2.7,-2.3,0.2,1.4,-1.5,-5.4
C[C@H](CO)N1C[C@H](C)[C@@H](CN(C)S(C)(=O)=O)Oc2ccc(N(C)C)cc2C1=O,-0.8,-11.0,i,-15.4,-0.1,0.5,3.8,-3.8,1.8
Cc1ccc(Cn2c(SCCN3CCCCC3)nc3c2c(=O)n(C)c(=O)n3C)cc1,-10.0,-6.5,i,-108.3,-1.0,-1.0,1.1,-10.0,-0.5
COC(=O)C1=C(C)OC(N)=C(C#N)C1c1ccc(OC)c(CSc2ccccn2)c1 (stereo not given),-3.3,5.3,i,-4.1,3.3,0.6,0.7,-7.8,-2.5
Cc1cc(-n2c(C)cc(C(=O)COC(=O)CN=C3NS(=O)(=O)c4ccccc43)c2C)no1,-5.3,-3.3,i,3.1,-3.2,-0.5,0.2,-11.2,-2.8
CCOC(=O)N1CCN(C(=O)c2cn(CC)c3ccc(S(=O)(=O)N(C)C4CCCCC4)cc3c2=O)CC1,-8.2,2.1,i,-1.5,3.0,0.7,-0.3,11.8,-2.2
COc1ccc(NC(=O)COc2nsnc2N2CCOCC2)c(OC)c1,-12.9,-0.4,i,5.5,-1.9,-1.0,5.6,-1.8,0.2
O=C(NCC1COc2ccccc2O1)c1ccc(Cl)c(S(=O)(=O)N2CCCC2)c1 (stereo not given),-1.4,18.8,i,3.6,1.2,-0.3,-2.9,1.2,19.6
CCOc1cccc(CN2CCN(CCCc3ccccc3)C(CCO)C2)c1O (stereo not given),-1.4,-3.5,i,4.8,2.1,0.7,-1.7,7.5,-0.9
CC(C)c1ccc(N(C(=O)c2cc3ccccc3oc2=O)C2C=CS(=O)(=O)C2)cc1 (stereo not given),-3.6,-14.3,i,-3.7,-10.4,-1.6,-0.6,6.5,-2.0
COC(=O)C1=C(O)/C(=C\c2cc(C)n(-c3ccccc3F)c2C)N=C1C,-2.1,-9.1,i,3.5,-4.6,-0.4,0.2,0.5,-14.0
CC(C)CNC(=O)COC(=O)CCC(=O)c1ccc(F)cc1,-3.2,-6.2,i,-7.9,3.1,1.0,-2.0,-2.0,6.8
Cc1nc(N(C)C)c2sc(=S)n(Cc3ccccc3)c2n1,-2.7,46.7,i,2.5,2.7,0.5,-5.5,8.6,-2.5
CN(CC(=O)Nc1ccc(Cl)cc1)C(=O)c1sccc1-c1ccccc1,-0.4,13.6,i,1.7,1.0,0.5,4.5,-2.0,-5.7
CCc1nnc(NC(=O)Cn2nnc(-c3ccccc3F)n2)s1,-2.5,-8.7,i,-2.6,1.5,-1.1,6.0,-5.3,3.1
Cc1cc(C)cc(NC(=O)C/C(N)=N/O)c1,-6.0,-13.0,i,6.8,1.2,-1.2,3.0,-3.9,-2.3

# Grouped by structure, the entries above containing an NH in an aromatic ring.
SMILES,MsrA act,FAS-TE inh,Rpn11 block,MLLE-PAM2 inh,CSN deneddyl inh,MsrA inh,Rin1-Abl PPI inh,eLon inh,MT1-MMP act inh
Clc1ccc(Br)c(-c2nc3ccccc3[nH]2)c1,-4.2,2.1,i,10.8,2.0,-0.1,-27.0,8.5,-0.8
Cc1cccc(CCNC(=O)C2CCCN(S(=O)(=O)c3cnc[nH]3)C2)c1 (stereo not given),-0.8,-3.2,i,-11.2,-5.6,-0.7,2.5,5.3,-8.1

# Entries of single compounds, looked up by structure.
# Record of O=[N+]([O-])c1ccc(/C=N/Nc2ccccn2)cc1 → MsrA act: -12.1; FAS-TE inh: -3.6; Rpn11 block: +; MLLE-PAM2 inh: -24.8; CSN deneddyl inh: 10.9; MsrA inh: 1.4; Rin1-Abl PPI inh: -2.0; eLon inh: -3.4; MT1-MMP act inh: .
# Record of COc1ccc(C2CC(c3ccccc3)=NN2c2ccc(/C=N/NC(=O)c3ccncc3)cc2)cc1 (stereo not given) → MsrA act: -1.4; FAS-TE inh: -5.4; Rpn11 block: i; MLLE-PAM2 inh: 1.6; CSN deneddyl inh: 2.4; MsrA inh: 0.3; Rin1-Abl PPI inh: -0.7; eLon inh: 9.0; MT1-MMP act inh: 0.8

# Additional entries follow:
SMILES,MsrA act,FAS-TE inh,Rpn11 block,MLLE-PAM2 inh,CSN deneddyl inh,MsrA inh,Rin1-Abl PPI inh,eLon inh,MT1-MMP act inh
CN(C(=O)C=Cc1ccccc1)c1ccccc1,-4.8,-1.8,i,-13.9,-5.0,0.7,-0.5,1.9,2.2
CCOC(=O)c1nnn(CC(=O)N2N=C(c3cccc4ccccc34)CC2c2ccccc2)c1C(=O)OCC (stereo not given),2.2,38.1,i,-15.0,2.3,0.2,2.1,3.9,-5.7
O=[N+]([O-])c1ccc(S(=O)(=O)c2ccccc2)nc1,1.5,26.5,i,20.6,1.1,2.9,1.1,0.3,-2.7
CC(C)c1ccccc1OCC(=O)NC1CCCc2ccccc21 (stereo not given),-6.1,20.1,i,-2.0,-1.9,-1.0,-0.4,-10.7,-10.7
C[C@H]1CN([C@@H](C)CO)C(=O)CCCn2nncc2CO[C@H]1CN(C)C(=O)Nc1ccccc1,-1.4,-0.1,i,-12.1,1.5,1.4,-1.3,4.3,-1.3
C/C(=C\C(=O)c1ccc(Br)cc1)NNC(=O)c1ccc(O)cc1,-8.8,5.3,i,2.4,-3.6,1.2,0.9,7.7,2.0
Cn1nc(C(C)(C)C)c([N+](=O)[O-])c1C(=O)N1CCCCCC1,-4.0,-6.3,i,10.2,-6.4,0.4,-1.0,-0.3,-0.7
